Source: PubChem BioAssay
CHRM4 antagonist – antagonists of human muscarinic M4 receptor (CHRM4). CHO-hM4 cells, ACh EC80, Fluo-8 calcium fluorescence. inhibition, % at 3 µM. AID 624125. P08173. 0.73% of 360,000 active;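 active = inhibition above its plate's cutoff, the mean inhibition of sample wells plus 3 SD, cut at about 27% in these data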;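 also: 0% = acetylcholine EC80 with DMSO and 100% = DMSO without agonist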
Target sequence (P08173 whole entry, looked up): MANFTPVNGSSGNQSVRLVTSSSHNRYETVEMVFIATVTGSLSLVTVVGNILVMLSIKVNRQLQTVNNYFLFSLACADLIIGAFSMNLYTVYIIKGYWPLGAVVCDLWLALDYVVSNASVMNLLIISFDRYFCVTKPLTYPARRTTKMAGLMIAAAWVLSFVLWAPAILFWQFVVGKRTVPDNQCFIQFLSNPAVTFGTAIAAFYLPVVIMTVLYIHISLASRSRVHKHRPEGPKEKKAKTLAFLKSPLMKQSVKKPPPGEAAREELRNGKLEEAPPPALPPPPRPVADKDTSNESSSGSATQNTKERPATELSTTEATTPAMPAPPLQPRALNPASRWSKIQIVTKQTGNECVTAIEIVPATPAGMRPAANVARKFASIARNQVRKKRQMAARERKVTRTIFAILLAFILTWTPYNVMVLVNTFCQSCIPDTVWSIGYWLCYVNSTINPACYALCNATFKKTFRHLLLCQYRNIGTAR
M1 PAM – positive allosteric modulators of human M1 muscarinic receptor; CHO-K1 hM1, Fluo-8 calcium fluorescence, ACh EC20; 0% = ACh EC20, 100% = maximal ACh; activation, % at 3 µM; 0.088% of 360,000 active; AID 588819; in the data active = activation above about 19%, passing the limit was not always enough
CHO-K1 Ca ag – M1 agonist counterscreen hit in parental CHO-K1 cells; Fluo-8 calcium fluorescence; scaled to maximal ATP response, vehicle zero; 0.48% of 360,000 active; activation, % at 3 µM; AID 602248; in the data active = activation above about 15%;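 also: untransfected CHO-K1 host cells lacking M1 receptor as counterscreen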
M1 ag – human M1 muscarinic receptor agonism; 0.33% of 360,000 active; AID 588814; CHO-K1 hM1, Fluo-8 calcium fluorescence, agonist mode; 0% DMSO, 100% acetylcholine EC100; P11229; activation, % at 3 µM;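 active = activation above the run's mean compound activation plus 3 SD, cut at about 16% in these data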;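 also: peak over basal fluorescence ratio within a 140 s kinetic read after compound addition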
M4 ag – CHRM4 agonism in calcium assay. P08173. AID 624127. activation, % at 3 µM. CHO-K1 hM4/Gqi5, Fluo-8 calcium fluorescence; vehicle 0%, full acetylcholine response 100%. 0.14% of 360,000 active;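 active = activation above the run mean over all test wells plus 3 SD, cut at about 32% in these data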;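 also: peak over basal fluorescence ratio per well then scaled between controls; 0% = DMSO wells and 100% = acetylcholine at EC100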
CHO parental Ca – signal in parental CHO cells, OX1R antagonist counter-screen; parental CHO-K1, ATP-induced calcium, Fluo-8 fluorescence; inhibition, % at 5.6 µM; 0.63% of 330,000 active;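 active = inhibition above that plate's mean sample inhibition plus 3 SD, cut at about 26% in these data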;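 also: 0% = ATP-challenged DMSO wells and 100% = DMSO wells without ATP; some compounds past the cut are filed as inactive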
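test system = CHO parental line | reagent = ATP stimulus | measured by = intracellular calcium via Fluo-8 no-wash fluorescent dye | control set = ATP and no-ATP DMSO wells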
CHRM1 antagonist – human CHRM1 antagonism | P11229 | CHO-K1 hM1, Fluo-8 calcium fluorescence, ACh EC80 antagonist | inhibition, % at 3 µM | 1.3% of 360,000 active | AID 588852;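 active = percent inhibition above its own plate's cutoff, namely the mean of that plate's compound wells plus 3 SD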;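 also: peak over basal fluorescence ratio during 140 s after agonist addition; 0% = ACh EC80 plus DMSO and 100% = DMSO alone without agonist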
CHO-K1 Ca antag – M1 antagonist counterscreen hit in parental CHO-K1 cells. ATP-induced calcium, Fluo-8 fluorescence. inhibition, % at 3 µM. 0.6% of 360,000 active. AID 602250;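 active = inhibition above a per-plate cutoff, the plate's mean sample inhibition plus 3 SD, cut at about 24% in these data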;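 also: 0% = DMSO plus EC80 ATP and 100% = DMSO alone without ATP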
OXTR potentiate – potentiators of human oxytocin receptor. 0.061% of 320,000 active. AID 2445. activation, % at 3 µM. P30559. CHO-OTR cells, Fluo-8 calcium fluorescence, potentiator mode; 0% = oxytocin EC15, 100% = EC100;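 active = activation above that plate's cutoff, the mean activation of tested compounds plus 3 SD, cut at about 6.6% in these data, passing the limit was not always enough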;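 also: 100% uses oxytocin at 75 nM as the full agonist control; some results filed as inactive read as strong as hits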
Target sequence (P30559 whole entry, looked up): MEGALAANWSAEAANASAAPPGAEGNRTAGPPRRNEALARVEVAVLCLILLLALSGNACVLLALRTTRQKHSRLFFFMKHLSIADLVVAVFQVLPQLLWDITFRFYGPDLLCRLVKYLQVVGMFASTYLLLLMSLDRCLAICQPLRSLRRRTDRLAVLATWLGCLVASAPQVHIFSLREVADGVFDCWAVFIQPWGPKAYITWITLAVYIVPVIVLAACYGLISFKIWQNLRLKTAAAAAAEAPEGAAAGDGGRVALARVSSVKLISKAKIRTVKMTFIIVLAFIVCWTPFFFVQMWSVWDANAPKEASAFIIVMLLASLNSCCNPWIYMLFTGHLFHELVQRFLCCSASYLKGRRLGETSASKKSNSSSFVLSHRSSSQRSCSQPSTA
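Assay system: CHO cell line stably expressing human OTR | Also added: Oxytocin at about EC15, sub-maximal agonist stimulus | Times: Compound 6 min at room temperature before oxytocin, 100 s read | Measured by: Fluo-8 intracellular calcium fluorescence, ex 470-495, em 515-575 nm | Controls: EC15 oxytocin alone as 0%, 75 nM oxytocin as 100%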
Active calls of the source: *; · = no result given.

Sequence of screens: M1 ag	CHO-K1 Ca ag	CHO parental Ca	M1 PAM	CHRM1 antagonist	CHRM4 antagonist	CHO-K1 Ca antag	OXTR potentiate	M4 ag
- Cc1ncc(CN2CCN(CCC(C)C)C(CCO)C2)s1 (stereo not given)
    -14	0.5	-11	8	-6	-3	6	2	0
- COc1cccc(NC(=O)CN2C(=O)C3(OCCCO3)c3ccccc32)c1
    -2	0.5	-9	-4	5	6	-2	-4	1
- CCn1c(SCc2ccccc2)nnc1-c1ccc(S(=O)(=O)N2CCCCC2)cc1
    -2	6.2	9	-12	27*	-17	2	-22	11
- COc1ccc(CCNS(=O)(=O)c2ccc(Br)s2)cc1
    -3	0.5	10	10	-17	-5	-6	-4	0
- CCC(C)c1ccc(NC(=O)C2CC3CCC2C3)cc1 (stereo not given)
    -6	1.1	20	-1	-3	5	-10	-5	4
- CC(=O)c1ccc(NC(=O)CCNS(=O)(=O)c2ccccc2F)cc1
    -3	3.6	6	6	-5	2	-13	-8	2
- COc1ccccc1CC(=O)NN1C(=O)c2ccccc2C1=O
    -2	-0.5	-3	6	-1	3	8	-6	0
- CCN(CC)CC(=O)Nc1sc(C)c(C)c1C(=O)c1ccc(C)cc1
    -4	0.9	-13	6	-5	-3	-16	-1	-1
- COc1ccccc1N1CCN(C(=O)c2ccc(-c3nc4ccccc4s3)o2)CC1
    -4	0.7	-29	-8	18	-3	-4	-4	10
- Cc1cccc(NC(=O)c2cc(S(=O)(=O)N3CCCCC3)c[nH]2)c1C
    -2	0.8	-8	3	-4	-7	-3	-6	3
- Cc1ccccc1COC(=O)CN1C(=O)NC2(CCCC2)C1=O
    -5	0.4	-4	9	-11	-11	3	-11	2
- Cc1nc2ccc(NC(=O)NCCO)cc2s1
    -2	-0.2	-8	4	3	-3	-4	-5	1
- Cc1nn(C2CCS(=O)(=O)C2)c2nc(C3CC3)cc(C(=O)Nc3ccc(C(N)=O)cc3)c12 (stereo not given)
    5	-0.5	·	18	5	0	9	·	1
- Cc1ccoc1C(=O)N1CCN(C(=O)c2occc2C)CC1
    -3	0.6	4	8	-10	-14	-9	-14	0
- CS(=O)(=O)N1CCCCC1c1cc(C(=O)Nc2ccccc2)no1 (stereo not given)
    -2	3.4	·	13	-22	-14	-11	·	1
- c1ccc(N(c2ccccc2)c2nc(N3CCCC3)nc(-n3ccnc3)n2)cc1
    -3	0.7	-36	5	-2	8	0	-5	0
- c1ccc(-c2ccc(C3CCCN3)cc2)cc1 (stereo not given)
    -10	1.8	-11	0	-6	-10	1	-7	1
- CCCn1nc(C(=O)OCc2nc(N)nc(Nc3ccccc3C)n2)c2ccccc2c1=O
    -1	-0.1	-3	11	-14	10	-13	-4	-1
- CN1CCN(C(=O)CCN2C(=O)/C(=C/c3cccc(Br)c3)SC2=S)CC1
    -6	2.1	-8	9	-10	4	-15	-15	13
- CS(=O)(=O)c1ccc2nc(NC(=O)Nc3ccccc3F)sc2c1
    2	0.6	-8	2	-10	2	-4	-14	1
- COc1cccc(CN2CC(C(=O)NCCCCc3ccccn3)CCC2=O)c1 (stereo not given)
    -4	-0.1	·	5	-6	-8	-1	·	1
- Cc1ccccc1OCC(=O)NCCNC(=O)c1ccccn1
    -2	1.2	-14	3	-5	-4	-9	-10	2
- Cn1cccc1/C=C(/C#N)C(N)=S
    -7	0.1	-5	3	-4	0	-3	-7	0
- COc1cc(/C=N/NC(=O)c2c(-c3ccccc3)noc2C)cc(OC)c1OC
    -7	0.4	-8	2	-3	-1	-19	-5	1
- Cn1c(=O)n(Cc2ccccc2)c(=O)c2c1nc1n2CCCN1C1CCCCC1
    0	-0.5	-8	18	-8	-3	2	1	0
- CCNc1nc(NCC)nc(SCCOC(=O)COc2ccc(Cl)cc2Cl)n1
    -1	1.9	-17	5	-22	-10	-12	-9	1
- O=C(COn1nnc2ccc(Cl)cc21)Nc1ccc(F)cc1
    -3	3.4	-8	3	-4	-16	-12	-20	2
- O=C1NCCCc2c1oc1ccc(O)cc21
    -4	1.0	6	6	-4	3	-13	-7	0
- CC(C)[C@H](NC(=O)OCc1ccccc1)C(=O)OCC(=O)Nc1ccc(N2CCOCC2)cc1
    -3	3.2	-1	4	-9	-12	-7	-4	13
- CCN(CC)S(=O)(=O)c1cc(NC(=O)Cc2ccc(S(=O)(=O)N3CCOCC3)s2)ccc1Cl
    -2	7.4	·	-8	24	14	12	·	19
- Cc1nccn1CCC(=O)O
    3	-0.1	-2	0	-48	-7	-16	-9	0
- CC(C)(C)OC(=O)NCCc1onc(-c2ccc([N+](=O)[O-])cc2)c1C(=O)O
    -2	0.6	·	4	-6	-11	-20	·	1
- CCOC(=O)N1CCN(S(=O)(=O)c2c(C)cc(C)cc2C)CC1
    -4	0.0	-26	-4	-11	1	-6	-6	0
- CCOC(=O)CN1CC23C=CC(O2)C(C(=O)N2CCN(c4ccc(F)cc4)CC2)C3C1=O (stereo not given)
    -4	0.1	-2	10	-12	-6	10	-2	0
- COc1ccccc1-n1ccnc1SCC(=O)NC1CCCC1
    -5	0.8	-8	4	-8	-3	-7	6	3
- COCCOC(=O)c1c(C)n(C)c2ccc(OC(=O)N3CCOCC3)cc12
    -3	0.3	-7	2	1	-5	-2	-11	1
- CCOc1ccc(NC(=O)CN(c2ccc([N+](=O)[O-])cc2)S(=O)(=O)c2ccccc2)cc1
    -8	2.0	-3	-1	-7	-15	-4	-9	0
- OCCSc1nnc(Nc2ccccc2)s1
    -1	-0.1	-5	5	-3	-3	-1	-10	0
- CC(C)C(NS(=O)(=O)c1cccc2nsnc12)C(=O)Nc1nccs1 (stereo not given)
    -4	1.1	-11	22	-20	-11	-9	-2	1
- Cc1ccc(OCc2cc(C(=O)N3CCN(C4CCCCC4)CC3)no2)cc1C
    -2	1.6	-25	-8	19	4	9	-8	5
- CNC(=O)CN(C1CCCCC1)S(=O)(=O)c1ccc(OC)c(Cl)c1
    -5	0.6	-12	6	-9	6	-10	2	1
- COc1ccc(CCC(=O)N/N=C\c2cccs2)cc1
    -1	-0.1	-16	-5	15	-2	-8	-4	0
- CC(=O)Nc1ccc(NC(=O)CSc2nnc3ccc(-c4ccc(F)cc4)nn23)cc1
    -5	1.3	-10	4	-14	-5	-13	3	0
- CC1CC(C)CN(S(=O)(=O)c2ccc(C(=O)Nc3nnc(C4CC4)o3)cc2)C1 (stereo not given)
    3	0.2	-18	6	1	6	10	6	1
- CCCc1cc(=O)n2[nH]c(C)c(-c3ccccc3OC)c2n1
    -2	0.3	·	3	-8	3	2	·	-1
- Cc1ccc2c(C(=O)CCl)c(C)[nH]c2c1
    -3	3.5	-12	4	-9	-14	-12	-4	0
- CCCc1cc(=O)oc2cc(OCC(=O)NCCCN3CCOCC3)ccc12
    -5	0.8	-2	12	-15	4	-8	-7	0
- O=c1[nH]c(=S)[nH]cc1Oc1ccc(Br)cc1Br
    3	0.2	·	19	-10	0	-5	·	3
- O=C(Nc1ccc(Cl)c(Cl)c1)N1CC=C(c2ccccc2)CC1
    -3	3.3	-2	-6	-10	1	0	-5	7
- COc1cccc(/C=N/Nc2nn3cnnc3c3ccccc23)c1O
    0	-0.1	15	6	-9	-5	-4	-15	0
- Cn1ncc(Br)c1N1C(=O)CCC1=O
    -2	0.8	5	15	-8	-3	-2	-7	0
- CC[C@]12c3[nH]c4ccc(Cl)cc4c3CCN1C(=O)[C@@H](CC(=O)NCCCn1ccnc1)C[C@@H]2C(=O)N1CCN(C(=O)C2CC2)CC1
    -10	0.2	-18	4	-5	-12	-1	·	0
- CC(=O)c1ccc(N2CCN(C(=O)C(=O)c3cn(CC(=O)N4CCOCC4)c4ccccc34)CC2)cc1
    -3	0.7	·	6	-19	-8	-6	·	1
- COc1ccc(NC(=O)c2csc(Cc3ccccc3)n2)cc1
    -5	1.3	-13	-4	-3	-17	-1	-8	2
- FC(F)(F)c1cccc(N2CCN(c3ccc4nnc(-c5ccccc5)n4n3)CC2)c1
    -2	0.0	-10	3	-5	-21	-11	-4	2
- O=C(NNC(=O)c1ccccc1[N+](=O)[O-])c1ccc(NC(=O)c2ccccc2)cc1
    -3	0.2	-13	4	5	12	-3	3	1
- CC[C@H](C)[C@@H]1NC(=O)[C@@H](CC(C)C)NC(=O)[C@H](C(C)C)NC(=O)[C@H]2CSSC[C@H](NC1=O)C(=O)N2
    -3	0.4	·	2	-21	1	-6	·	2
- CCc1ccc(C(C)NC(=O)c2cccs2)cc1 (stereo not given)
    1	3.0	-3	8	-6	-11	-5	-9	2
- Cc1oc(-c2ccc(Cl)cc2)nc1CS(=O)CC(=O)NCCCN1CCCC(C)C1 (stereo not given)
    -6	-0.8	-4	4	-7	10	7	-1	0
- Cc1ccc(S(=O)(=O)Nc2cccc(CP(=O)(c3ccccc3)c3ccccc3)c2)cc1
    -2	1.4	-13	3	-8	4	-16	-4	0

Other compounds.
Sequence of screens: M1 ag	CHO-K1 Ca ag	CHO parental Ca	M1 PAM	CHRM1 antagonist	CHRM4 antagonist	CHO-K1 Ca antag	OXTR potentiate	M4 ag
- C/C(=N\Nc1ccc(S(=O)(=O)Nc2ccccc2)cc1[N+](=O)[O-])c1ccc(N2CCOCC2)cc1
    -1	-0.2	-5	11	-9	5	2	-6	0
- O=C(NCc1cccc(C(F)(F)F)c1)N1CCN(C(=O)c2ccccc2)CC1
    -4	0.1	-6	13	-13	7	9	0	1
- Cc1cc(C)c2nc(NC(=O)CN3C(=O)NC4(CCCC4)C3=O)sc2c1
    -2	1.1	-12	1	-1	-5	3	-1	6
- O=C(NCCOc1ccccc1)N1[C@H]2CC[C@@H]1C=C(c1ccc(F)cc1OCc1ccccc1)C2
    -3	0.4	·	2	-7	1	-5	·	0
- CN(CC(=O)Nc1ccccc1Br)C(=O)CCc1nc2ccccc2c(=O)[nH]1
    -3	0.6	-16	6	-16	-20	-6	0	2
- Cc1nc2sc(C(c3ccc(Cl)cc3)N3CCN(CCO)CC3)c(O)n2n1 (stereo not given)
    -2	0.0	3	9	-8	-13	-6	2	0
- CCCCn1c(SCC(=O)NC2CC(C)(C)NC(C)(C)C2)nc2cc(S(N)(=O)=O)ccc21
    -3	-0.1	-5	10	-14	1	-5	-4	0
- CCOC(=O)C1CCCN(CC(=O)Nc2c(C(=O)OC)[nH]c3ccc(Br)cc23)C1 (stereo not given)
    10	1.4	-27	-5	4	12	-1	-6	2
- Cc1nn(-c2ccccc2)cc1C(=S)Nc1ccccc1
    -4	5.5	4	2	-4	-1	-1	-13	9
- COc1ccc(C2CN=NC23CCc2ccccc2C3=O)cc1 (stereo not given)
    -5	0.8	-1	10	-18	8	-9	-13	0
- CC1C(=O)N(Cc2ccccc2)c2ccccc2N1C(=O)c1ccccc1 (stereo not given)
    -5	5.3	-13	1	-1	-17	-7	-18	10
- O=C(NCc1cccc(Cl)c1)c1ccc(-c2cccnc2)c2ccoc12
    -2	2.1	·	-1	-5	-3	-1	·	5
- COc1ccc(S(=O)(=O)N2CCCC(C(=O)NCCN3CCOCC3)C2)cc1C (stereo not given)
    -7	-0.4	-7	8	-14	-5	-1	-5	-1
